TNAP inh hi DEA – inhibitors of human TNAP at high phosphate acceptor concentration | purified TNAP, CDP-star luminescence, 1 M DEA | inhibition, % at 20 µM | 0.03% of 200,000 active | AID 1135;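 active means over 50% inhibition of tissue-nonspecific alkaline phosphatase at 20 µM in the single-dose screen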;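 further: plate controls were DMSO wells for no effect and EDTA-quenched wells as full inhibition for full effect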
Target sequence (P05186 whole entry, looked up): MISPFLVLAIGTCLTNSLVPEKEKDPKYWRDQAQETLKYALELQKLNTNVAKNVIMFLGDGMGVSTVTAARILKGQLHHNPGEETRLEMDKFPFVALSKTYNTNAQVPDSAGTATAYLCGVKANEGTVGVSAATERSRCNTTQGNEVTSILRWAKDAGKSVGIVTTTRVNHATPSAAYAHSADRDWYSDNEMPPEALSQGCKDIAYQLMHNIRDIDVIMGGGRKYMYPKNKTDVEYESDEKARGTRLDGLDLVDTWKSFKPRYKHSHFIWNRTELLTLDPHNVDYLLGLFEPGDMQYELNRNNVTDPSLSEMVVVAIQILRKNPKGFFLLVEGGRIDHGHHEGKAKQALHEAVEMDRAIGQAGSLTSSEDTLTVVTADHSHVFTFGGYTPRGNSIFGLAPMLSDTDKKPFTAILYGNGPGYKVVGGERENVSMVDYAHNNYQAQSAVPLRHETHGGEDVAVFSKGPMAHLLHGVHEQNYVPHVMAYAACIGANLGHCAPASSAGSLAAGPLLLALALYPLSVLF
TNAP inh no acc – blocks human TNAP activity with no phosphate acceptor present; P05186; purified TNAP, CDP-star luminescence, 30 min; inhibition, % at 20 µM; 0.26% of 200,000 active; AID 1012;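 active means tissue-nonspecific alkaline phosphatase inhibition above about 50% at 20 µM in the single-dose screen, limit read from the data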;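 further: 0% = DMSO negative control and 100% = EDTA positive control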
FLuc inh counter – Photinus pyralis luciferase inhibition counter-screen; P08659; ATPLite firefly luciferase biochemical luminescence, 10 min; inhibition, % at 10 µM; 1.5% of 200,000 active;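 active means inhibition above about 50% when tested at 10 µM, limit read from the data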
TNAP act hiacc – activators of human TNAP at high phosphate acceptor concentration | P05186 | purified TNAP, CDP-star luminescence, 1 M DEA, 30 min; stronger effect = higher value; 0 = EDTA background, 1 = DMSO-only activity | activation factor at 20 µM | 200,000 tested, under 10 active;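 active means activation factor at least 2 at 20 µM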
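Assay system: human TNAP; Input: enzyme diluted 1/800 final; Reagent: CDP-star luminogenic substrate at 100 µM final; Timing: 30 min, room temperature; Signal: luminescence; Evaluation: TNAP activation factor scaled between EDTA and DMSO control wells.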
APP 5'UTR act – activates APP 5'UTR luciferase reporter. SH-SY5Y APP 5'UTR luciferase reporter, luminescence; zero percent = DMSO vehicle wells. 1% of 190,000 active. AID 1276. activation, % at 2 µM;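 active means activation above a set limit, based on mean plus 3 SD of controls, cut at about 140% in these data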; further: values of inactives mirror those of a sister screen read the other way
bIAP act – intestinal alkaline phosphatase (bovine) activation; purified bovine IAP, CDP-star luminescence, 30 min; stronger effect = higher value; fold of DMSO-control signal, blank-subtracted; activation factor at 20 µM; 0.17% of 200,000 active; AID 1016;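 active means activation factor of 2 or more at 20 µM, a signal rise over negative controls twice the positive control's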
NF-kB neuron act – NF-kB expression increase, human neuronal cells. NF-kB reporter expression; stronger effect = higher value. fold change at 12.5 µM. 1.6% of 190,000 active. AID 1239; in the data active means fold change above about 3.3
PMI act hi M6P – PMI (human) activation, high substrate; P34949; coupled PMI enzyme assay, resazurin fluorescence, 20 min; stronger effect = higher value; 1 = untreated enzyme, 0 = substrate-free blank; activation factor at 20 µM; 0.34% of 190,000 active; AID 1216;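 active means activation factor of 2 or more at 20 µM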
Target sequence (P34949 whole entry, looked up): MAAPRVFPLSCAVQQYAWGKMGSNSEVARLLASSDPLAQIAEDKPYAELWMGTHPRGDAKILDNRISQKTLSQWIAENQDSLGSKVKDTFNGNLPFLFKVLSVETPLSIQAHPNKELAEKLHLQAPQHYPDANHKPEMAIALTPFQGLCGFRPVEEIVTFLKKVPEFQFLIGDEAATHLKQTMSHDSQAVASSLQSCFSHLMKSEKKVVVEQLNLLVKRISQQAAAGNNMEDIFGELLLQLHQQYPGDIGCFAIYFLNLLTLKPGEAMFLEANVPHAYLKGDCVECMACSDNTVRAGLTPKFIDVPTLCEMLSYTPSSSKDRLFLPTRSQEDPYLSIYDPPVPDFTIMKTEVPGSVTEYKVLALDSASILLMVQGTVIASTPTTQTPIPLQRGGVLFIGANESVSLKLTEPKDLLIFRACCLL
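Material: human phosphomannose isomerase with PGI, G6PDH, diaphorase coupling enzymes; amount: PMI at 15 ng/mL final; also added: Mannose-6-phosphate 1.0 mM (near-saturating) plus 0.22 mM NADP+; incubation: enzyme reaction with compound 20 min at room temperature; signal: resorufin fluorescence (Ex 544/Em 590 nm) from resazurin via diaphorase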
FLuc stim CS – affects firefly luciferase, flagging false hits in luciferase stimulation screens | P08659 | ATPlite luciferase biochemical, luminescence, 10 min; 0 = ATP-free wells, 1 = DMSO control | activation factor at 10 µM | 200,000 tested, under 10 active | AID 1027;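 active means luciferase activation factor, scaled between plate controls, of at least 2 with compound at 10 µM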
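assay system = Luciferase/luciferin detection reagent, cell-free biochemical luciferase assay | also added = ATP substrate | times = 10 min post-reagent at room temperature | measured by = luminescence from luciferase reaction | measure = luciferase activation, seen as luminescence increase over controls | benchmarks = low control with PBS replacing ATP, high control enzyme plus ATP without compound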
PMI act – activators of human phosphomannose isomerase | AID 1214 | 0.005% of 190,000 active | purified human PMI, coupled resazurin fluorescence, 20 min; stronger effect = higher value; 1 = vehicle control, 0 substrate-free wells | P34949 | activation factor at 20 µM;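 active means activation factor of 2 or more at 20 µM, relative to plate controls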
Active calls of the source: *; x = no result given.

The line under a structure holds: TNAP inh hi DEA	TNAP inh no acc	FLuc inh counter	TNAP act hiacc	APP 5'UTR act	bIAP act	NF-kB neuron act	PMI act hi M6P	FLuc stim CS	PMI act
- COCCOC(=O)c1[nH]c2c(c1C)C(=O)CC(c1ccc(F)cc1)C2 (stereo not given)
  -4	-5	-5	1	16	0.9	1.8	0.9	1.1	0.9
- COc1cc2c(cc1OC)C(C(=O)NCCN1CCOCC1)C1c3ccccc3CCN1C2=O (stereo not given)
  -4	-16	-4	1	-2	1.1	1.2	1	1	1
- CCNc1nc(-c2ccc(Cl)cc2)cs1
  -4	-8	31	1	148*	0.8	3.8*	1	0.7	1
- CCN(CC)C(=O)c1[nH]cnc1C(=O)N[C@@H](CCCCNC(=O)OC(C)(C)C)C(=O)OC(C)(C)C
  -1	-2	-2	1	-5	1.1	1.1	1.1	1	1
- COc1ccc2oc(-c3ccc(C)c(NC(=O)c4ccc(N5CCOCC5)c([N+](=O)[O-])c4)c3)nc2c1
  -1	-4	2	1	102	0.9	1.5	1	1	1
- Cn1c(SCC(=O)Nc2ccc3c(c2)oc2ccccc23)nnc1-c1ccccc1
  -3	-9	7	1	13	0.9	0.96	1	0.9	0.9
- CC(OC(=O)Cn1c(C(F)(F)F)nc2ccccc21)C(=O)N1CCCc2ccccc21 (stereo not given)
  -2	-6	-8	1	17	0.8	0.9	1	1.1	1
- Cc1cccc2cc(C#N)c(NCc3ccccc3)nc12
  1	-11	5	1	2	1	1.2	1	0.9	1.2
- CC(C)OC(=O)C(C#N)c1nc2ccccc2nc1N1CCN(Cc2ccc3c(c2)OCO3)CC1 (stereo not given)
  -2	-2	-6	1	x	0.9	x	0.8	1.1	1.1
- COc1ccc(C2c3c(oc4ccccc4c3=O)C(=O)N2Cc2ccncc2)cc1 (stereo not given)
  -2	3	-5	1	6	1	0.99	1	1.1	1.2
- O=C1NC2(CCCCC2)NN1c1ccccc1
  -1	-5	-7	1	2	0.9	1.5	1	1.1	0.9
- Cc1ccc(CCC(=O)Nc2nccs2)o1
  -7	-14	-3	1.1	7	0.9	1.6	1.1	1	1
- Cc1cc(NC(=O)C2CC2)ncc1NC(=O)c1ccccn1
  -6	-2	0	1.1	37	1.1	1.9	1	1	0.9
- CC(C)CNC(=O)C1CCN(c2ccc(S(=O)(=O)N3CCOCC3)cc2)CC1
  -5	-12	-8	1.1	15	1	0.85	1	1.1	1
- CCN(CC)S(=O)(=O)c1cc(NC(=O)[C@@H](NC(N)=O)C(C)C)ccc1C
  -1	-8	-4	1	1	1.1	1.1	0.8	1	1

Reformatted: results already given
Molecule | TNAP inh hi DEA | TNAP inh no acc | FLuc inh counter | TNAP act hiacc | APP 5'UTR act | bIAP act | NF-kB neuron act | PMI act hi M6P | FLuc stim CS | PMI act
Cc1ccc(CCC(=O)Nc2nccs2)o1 | -7 | -14 | -3 | 1.1 | 7 | 0.9 | 1.6 | 1.1 | 1 | 1
O=C1NC2(CCCCC2)NN1c1ccccc1 | -1 | -5 | -7 | 1 | 2 | 0.9 | 1.5 | 1 | 1.1 | 0.9
CC(C)CNC(=O)C1CCN(c2ccc(S(=O)(=O)N3CCOCC3)cc2)CC1 | -5 | -12 | -8 | 1.1 | 15 | 1 | 0.85 | 1 | 1.1 | 1
CCN(CC)S(=O)(=O)c1cc(NC(=O)[C@@H](NC(N)=O)C(C)C)ccc1C | -1 | -8 | -4 | 1 | 1 | 1.1 | 1.1 | 0.8 | 1 | 1
Cc1cccc2cc(C#N)c(NCc3ccccc3)nc12 | 1 | -11 | 5 | 1 | 2 | 1 | 1.2 | 1 | 0.9 | 1.2

New compounds follow.
The line under a structure holds: TNAP inh hi DEA	TNAP inh no acc	FLuc inh counter	TNAP act hiacc	APP 5'UTR act	bIAP act	NF-kB neuron act	PMI act hi M6P	FLuc stim CS	PMI act
- COC(=O)C1(CCSC)NC(c2ccccc2F)C2C(=O)N(c3ccc4c(c3)OCCO4)C(=O)C21 (stereo not given)
  -4	-12	-8	1	-1	1.1	0.79	1	1.1	1.1
- Cc1ccc(/S(C)=N/S(=O)(=O)c2ccc(C)cc2)cc1 (stereo not given)
  -5	4	-10	1.1	3	1.1	1.2	1	1.1	1.1
- Cn1ccnc1C(=O)c1cc(SCC(=O)NC2CC2)nc2ccccc12
  -2	-5	-4	1	33	1.1	1.1	0.8	1	1
- O=C(NCCSCc1ccco1)c1ccc(CN2CCOCC2)cc1
  -2	-10	1	1	-7	1	1.5	1.1	1	1.1
- COC(=O)CN1C(=S)N(C)C(=O)/C1=C/c1cccs1
  -1	-1	-7	1	1	1.1	1.5	1	1.1	1
- COc1ccc(OCCCC(=O)Nc2nnc(C3CCCO3)s2)cc1 (stereo not given)
  -5	-15	-6	1.1	-6	0.9	1	1	1.1	1
- C=CCc1ccccc1OCC(O)CN(CC)CC (stereo not given)
  2	-3	-4	1	-5	1	0.96	1	1	1
- CC(=O)Nc1ccc(S(=O)(=O)NCc2cccnc2)cc1
  -7	-7	-9	1.1	2	0.9	1.4	1	1.1	1.1
- O=C(CNS(=O)(=O)c1ccccc1)N/N=C\c1ccc(Cl)cc1
  -3	-22	5	1	-4	0.8	1.1	1	1	0.9
- Cc1ccc(-c2nnc(N3CCC(C)CC3)c3ccccc23)cc1C
  -2	-4	-6	1	7	1	0.68	0.9	1.1	0.8
- COc1ccccc1NC(=O)C(=O)NCc1ccncc1
  4	-17	-3	1	24	1	1.2	1	1	0.9
- COC(=O)C1=C(C(=O)OC)SC(=C2C(=S)C(C)(C)N(C(=O)CC(C)C)c3ccccc32)S1
  21	13	6	0.8	16	0.7	0.78	0.7	0.9	0.6
- Cn1c(NC(=O)Cc2cccs2)cc(=O)n(C)c1=O
  -9	-15	-8	1.1	10	0.9	1.2	1	1.1	1
- CCOc1nc(-c2ccc(C)cc2)ccc1-c1noc(-c2cccnc2)n1
  -3	-7	0	1	6	0.9	1.3	0.9	1	0.8
- CC(=O)N1CCN(c2ccc(NC(=O)c3ccc4c(c3)OCO4)cc2)CC1
  -5	-10	2	1	-8	1	0.94	1	1	1
- COC(=O)c1ccccc1NC(=S)NC(=O)C1CC1
  0	-9	-2	1	-32	0.9	1.1	0.9	1	0.9
- CN1CCN(CCCNC(=O)c2ccc3c(c2)N(Cc2ccccc2)CCS3)CC1
  -5	-22	-6	1.1	14	1.2	1	1.1	1.1	1
- CC(NC(=O)c1cccnc1)C(c1cccs1)N1CCOCC1 (stereo not given)
  -2	-8	-1	1	9	0.9	1.1	1	1	1
- O=c1[nH]c(CN2CCN(CCO)CC2)nc2ccccc12
  -4	-7	-10	1	4	0.9	1.1	1.1	1.1	1.1
- Cc1cc(Nc2cc(F)ccc2C)n2ncnc2n1
  -4	-4	-2	1	4	1.3	1.3	0.8	1	0.9
- CCCc1nc(SCC(=O)N2CCc3ccccc32)c2c(=O)n(C)c(=O)n(C)c2n1
  -6	-9	0	1.1	x	0.9	x	0.9	1	0.9
- COc1ccc(S(=O)(=O)N2CCNC(=O)C2)cc1Br
  -2	-16	-5	1	17	1	1	1	1.1	1
- CCOc1ccc(CN(CCO)CCO)cc1[N+](=O)[O-]
  -4	-17	-3	1	24	1	0.97	1.1	1	1
- COc1ncnc2sc(-c3ccccc3)cc12
  -8	-17	8	1.1	127	1	2.8	0.8	0.9	0.9
- CC(C)CCNC(=O)C1CCCN1C(=O)NC1CCCCC1 (stereo not given)
  -3	-3	-10	1	1	1	1	1.1	1.1	1.1
- Cc1nn(-c2ccccc2)c(Cl)c1/C=N/NC(=O)OC(C)(C)C
  1	-12	10	1	65	0.6	0.83	0.9	0.9	0.9
- Cc1ccc2nc(Cc3ccc(N)cc3)[nH]c2c1
  -8	-14	0	1.1	160*	1.1	1.5	1.1	1	1
- CCOC(=O)C1=C(CNC(C)(C)CC(C)(C)C)NC(=O)NC1c1cccc([N+](=O)[O-])c1 (stereo not given)
  -3	2	-11	1	25	0.9	1.2	0.9	1.1	0.9
- C(=N\Nc1nn2cnnc2c2ccccc12)/c1ccco1
  -3	-13	12	1	-3	1	1.3	1.5	0.9	1.4
- O=C(NCCc1ccccc1F)[C@@H]1CSC2c3ccccc3C(=O)N21 (stereo not given in full)
  -4	5	-5	1	-4	1	1.2	1	1.1	1
- N#Cc1c(NC(=O)CSc2nnc(-c3ccco3)n2-c2ccccc2)sc2c1CCC2
  25	-1	-9	0.8	9	0.9	1.1	1.1	1.1	1
- CC(=O)Nc1ccc(S(=O)(=O)N2CCN(C(=O)CCC3CCCC3)CC2)cc1
  -8	-6	-7	1.1	-17	1	1.4	1	1.1	1
- COc1ccc(N2CCN(CC(O)COc3ccc4c(c3)CCC4)CC2)cc1 (stereo not given)
  -1	-6	-7	1	-13	1	0.97	1	1.1	1
- O=C(O)CSc1nnc(COc2ccc([N+](=O)[O-])cc2)n1-c1ccccc1
  -2	-1	-1	1	9	1	1.1	1	1	1.1
- CC(=O)Nc1ccc2nc(SCC(=O)NCCOc3ccccc3)sc2c1
  -1	-10	-2	1	0	1	1	1	1	1
- CCOc1ccc(CN2CCN(Cc3ccon3)CC2CCO)cc1 (stereo not given)
  -7	-11	-6	1.1	7	1	1.1	1	1.1	1
- O=C(NCc1ccc(F)cc1)C1CCCN(c2nc3ccsc3c(=O)s2)C1 (stereo not given)
  -2	-2	-4	1	-2	1.1	0.93	0.9	1	0.9
- CCNc1nc(NC(C)C)nc(NS(=O)(=O)c2ccc(Cl)cc2)n1
  -8	4	-8	1.1	-5	1	1.3	1.1	1.1	1.2
- CCOC(=O)C1CCN(c2c(NCc3ccc(C(=O)N(C)Cc4ccccc4)cc3)c(=O)c2=O)CC1
  4	-10	-2	1	-4	1.1	1	1.1	1	1
- C(=C\c1ccccc1)/C=N/Nc1nncc(-c2ccccc2)n1
  3	-2	1	1	-1	0.5	1.1	1.1	1	1
- CCOC(=O)N1CCN(C(=S)NC2CCCCC2)CC1
  -1	-9	-2	1	21	0.9	1.1	1	1	1
- O=C(OCc1ccccc1)C1CCCN1C(=O)c1ccccc1[N+](=O)[O-] (stereo not given)
  -2	-4	-4	1	16	1	1.1	1	1	1
- CCC1CCCCN1C(=S)Nc1cccc(S(=O)(=O)N(C)C)c1 (stereo not given)
  -1	-4	-9	1	-5	1	1.1	1.1	1.1	1
- Cn1cccc1C(=O)NC(=O)COC(=O)c1ccccc1Sc1ccccc1C#N
  -6	-3	0	1.1	-11	0.9	1.2	0.8	1	0.9
- CSc1nc(Oc2ccc(F)cc2)c2ccccc2n1
  -1	-7	0	1	-9	1	1.1	1	1	1
- CCC(=O)c1ccc(OCc2ccc(C(=O)OC)cc2)cc1
  -2	-9	-1	1	82	1	2	1	1	1
- O=[N+]([O-])c1ccccc1/C=N/N1CCN(c2ccccn2)CC1
  -5	-8	6	1	53	0.9	1.5	0.9	0.9	0.9
- CCOC(=O)CNC(=O)Cn1cnc2c(nnn2-c2ccc(F)cc2)c1=O
  -7	2	-8	1.1	6	1	1.1	1.1	1.1	1.1
- CCCn1c(SCC(=O)c2ccc3c(c2)OCCO3)nnc1C(C)C
  -6	-15	-2	1.1	1	0.9	1.2	1	1	1
- CCOc1ccc(OCC)c(NC(=O)CN2CCN(c3cccc(C)c3)CC2)c1
  -4	-9	-8	1	0	1	0.98	0.9	1.1	0.8
